# HCV core dimer – HCV core protein dimerization inhibition; AID 1899; hit rate 0.33% among 300,000; inhibition, % at 5 µM; TR-FRET GST/Flag-core106 dimerization, 1536-well;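 active = inhibition above the mean of all tested compounds plus 3 SD, set per screening campaign, cut at about 45% in these data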
#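 System: GST-tagged and Flag-tagged HCV core protein residues 1-106 / Input: core106 proteins, GST 13.5 nM and Flag 17 nM / Buffer or medium: KF-containing HEPES buffer, pH 7.45, DTT, CHAPS, BSA / Probe or stimulus: Eu-anti-GST and XL665-anti-Flag labelled anti-tag antibodies / Schedule: 4 h, 22.5 °C incubation / Technique: TR-FRET 671 and 617 nm emission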
# Fh CTSL1 inh – cathepsin L1 inhibition, PFM18AAP counter-screen | inhibition, % at 5.96 µM | recombinant F. hepatica cathepsin L1, Z-Leu-Arg-MCA fluorescence | AID 1906 | hit rate 0.49% among 300,000;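 active = inhibition above the mean of all tested compounds plus 3 SD, set per screening campaign, cut at about 17% in these data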;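 note: 0% = plate median of test compound wells and 100% = 1 µM Z-Phe-Ala-diazomethylketone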
# ZTA DNA inh – blocks Epstein-Barr virus ZTA, an EBNA-1 counter-screen; P03206; ZTA-DNA binding, fluorescence polarization; inhibition, % at 11 µM; hit rate 0.15% among 320,000; AID 2234; in the data active = inhibition above about 33%
# Target sequence (P03206 whole entry, looked up): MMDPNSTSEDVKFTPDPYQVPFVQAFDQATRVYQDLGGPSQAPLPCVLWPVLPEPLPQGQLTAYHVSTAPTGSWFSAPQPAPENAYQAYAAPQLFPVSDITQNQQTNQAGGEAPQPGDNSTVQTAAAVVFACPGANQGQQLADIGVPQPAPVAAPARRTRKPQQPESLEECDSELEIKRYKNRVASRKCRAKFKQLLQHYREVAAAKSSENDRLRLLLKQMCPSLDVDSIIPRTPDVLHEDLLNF
# TPT1 inhibitor – C. albicans TPT1 enzyme inhibition; recombinant caTPT1, FP RNA substrate dephosphorylation; inhibition, % at 5 µM; hit rate 0.81% among 300,000; AID 1962;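 active = inhibition above the mean of all tested compounds plus 3 SD, set per screening campaign, cut at about 24% in these data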;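 note: plate controls were DMSO alone for no effect and ferristatin control at 100 nM for full effect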
# PP1 inh – counter-screen for PP5 inhibitors: inhibitors of human PP1-alpha; P62136; hit rate 0.9% among 320,000; inhibition, % at 6.7 µM; purified PP1alpha, OMFP fluorescence;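 active = inhibition above the mean inhibition of all tested compounds plus 3 SD, computed separately for each screening campaign, cut at about 15% in these data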
# Target sequence (P62136 whole entry, looked up): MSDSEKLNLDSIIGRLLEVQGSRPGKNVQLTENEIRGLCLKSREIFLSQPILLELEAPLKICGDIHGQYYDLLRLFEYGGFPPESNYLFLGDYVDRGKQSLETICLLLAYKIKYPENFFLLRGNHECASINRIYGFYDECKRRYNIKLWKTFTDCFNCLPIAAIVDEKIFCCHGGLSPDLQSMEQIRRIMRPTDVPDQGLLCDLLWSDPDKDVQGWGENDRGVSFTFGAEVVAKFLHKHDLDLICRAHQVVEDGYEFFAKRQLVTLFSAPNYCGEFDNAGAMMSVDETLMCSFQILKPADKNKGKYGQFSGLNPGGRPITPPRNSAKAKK
# Yeast superoxide – yeast age-related superoxide inhibition as caloric restriction mimetic; hit rate 0.18% among 330,000; AID 2690; S. cerevisiae aged cells, superoxide DHE fluorescence; hits give low values; superoxide response (% of plate mean), % at 10 µM;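 active = superoxide response under a set limit, about three screen SD below normal, cut at about 65% in these data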;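 note: yeast aged for seven days with compound at 30 °C before DHE staining; 100% = average MFI of all compound-treated wells on the plate with controls excluded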
# JMJD2C inh – blocks human GASC-1 demethylase activity. inhibition, % at 2.35 µM. GST-JMJD2C(1-420) H3K9me3 demethylation, DELFIA europium. hit rate 0.069% among 330,000. AID 2099. Q9H3R0;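 active = more than half of a compound's replicate wells show inhibition beyond 50%, single wells judged on their own value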;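 note: signal counts dimethyl H3K9 product captured on neutravidin plate; 0% = median of DMSO wells and 100% = 0.3 times that DMSO median; strong numbers were not always called active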
# Target sequence (Q9H3R0 1-420 limits assumed): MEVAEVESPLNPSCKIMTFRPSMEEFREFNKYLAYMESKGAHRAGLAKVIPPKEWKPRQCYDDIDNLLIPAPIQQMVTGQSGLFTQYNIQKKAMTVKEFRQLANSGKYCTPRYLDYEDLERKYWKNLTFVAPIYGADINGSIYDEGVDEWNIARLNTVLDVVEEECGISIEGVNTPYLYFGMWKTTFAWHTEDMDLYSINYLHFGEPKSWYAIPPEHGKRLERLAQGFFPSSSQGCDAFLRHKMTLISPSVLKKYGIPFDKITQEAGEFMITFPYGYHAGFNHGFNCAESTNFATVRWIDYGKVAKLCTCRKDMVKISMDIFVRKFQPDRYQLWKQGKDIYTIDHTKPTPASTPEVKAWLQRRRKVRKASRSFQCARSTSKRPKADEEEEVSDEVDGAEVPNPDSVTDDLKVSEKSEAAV
# EBNA-1 inhibitor – blocks EBNA-1 binding to DNA. EBNA-1 DNA binding, fluorescence polarization. inhibition, % at 14.8 µM. hit rate 0.34% among 300,000. AID 1950; in the data active = inhibition above about 28%
# PP5 inh – PP5 (human) phosphatase inhibition; hit rate 0.18% among 320,000; purified PP5c, OMFP substrate fluorescence; inhibition, % at 6.7 µM; P53041;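 active = inhibition above the campaign's mean inhibition across all tested compounds plus 3 SD, cut at about 9.5% in these data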;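 note: 0% = DMSO only and 100% = 100 µM cantharidin control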
# * marks the source's active call; other numbers are inactive results; . = not tested or not shown. An unsorted share of the library. About 3.1% of those tested had a hit in this group.
SMILES,HCV core dimer,Fh CTSL1 inh,ZTA DNA inh,TPT1 inhibitor,PP1 inh,Yeast superoxide,JMJD2C inh,EBNA-1 inhibitor,PP5 inh
Cc1cccc(Oc2c(C=O)c3ccccc3n2C)c1,-91,-1,-14,-1,-1,115,6,5,1.1
O=C(CCNC(=O)c1ccc(Cl)cc1)Nc1ccc(S(=O)(=O)N2CCCCC2)cc1,4,1,0,2,4,105,-6,-1,-0.2
Nc1n[nH]c(-c2ccccc2[N+](=O)[O-])n1,2,-5,-7,-1,-4,90,-14,-4,0.0
COc1ccccc1NC(=O)CCc1nc(-c2ccccc2F)no1,-3,-1,-24,2,-1,95,-4,-3,1.1
CS(=O)(=O)N(CC(=O)Nc1ccc(S(=O)(=O)N2CCOCC2)cc1)c1ccccc1Cl,0,-3,-10,-1,-3,66,1,-2,-2.7
CSc1nc2c(c(=O)[nH]1)C(c1cccc(Cl)c1)CC(=O)N2 (configuration not stated),1,-1,3,-5,-6,99,25,6,3.9
CCOc1ccccc1NC(=S)NC(=O)CCCOc1ccc(Cl)cc1Cl,-4,-3,9,2,5,98,-11,5,4.0
Cc1cc(C)n(C2CCCCC2OC(=O)c2ccccc2F)n1 (configuration not stated),4,3,14,2,5,96,-9,9,-0.7
CN(C)C(=O)/C(=C/c1ccc(-c2cccc([N+](=O)[O-])c2)o1)NC(=O)c1ccccc1,-5,3,-13,-5,3,94,11,-13,2.8
CCc1nnc(NC(=O)CSc2nc3cc(OC)c(OC)cc3cc2C)s1,-2,1,8,6,-3,113,-3,-6,3.8
Cc1nc2ccc(S(=O)(=O)NC(C(=O)N3CCn4c3nc3ccccc34)C(C)C)cc2s1 (configuration not stated),-2,-4,-4,-4,-1,95,12,13,-0.3
CCOC(=O)/C(C#N)=C/Nc1ccccc1NS(=O)(=O)c1ccc2c(c1)OCCO2,.,.,-15,.,4,74,-1,.,1.3
Cc1ccc(NC(=O)c2ccccc2-c2cc(C)no2)cc1,1,0,-3,-1,0,95,7,-5,0.4
Cc1ccc(C2=NN(S(=O)(=O)c3ccccc3)C(c3ccco3)C2)cc1 (configuration not stated),.,.,1,.,-1,69,3,.,1.4
COc1ccc(-c2csc(Nc3ccc(S(=O)(=O)Nc4cc(C)on4)cc3)n2)cc1C,26,3,12,-1,7,101,8,4,4.9
CCN1C(=O)C(O)(CC(=O)c2ccccn2)c2ccccc21 (configuration not stated),-3,-3,-4,-1,-2,99,7,-1,2.0
O=C(Nc1ccc2c(c1)OCO2)O[C@@H]1C[C@H]2CCCC(=O)N3CC[C@@H](C1)[C@@H]23,-2,0,-4,0,-1,106,-5,5,1.0
Cc1cc(CN(C)C(=O)c2cc(COc3ccc(F)cc3Cl)on2)n[nH]1,0,-2,-19,1,-2,98,-1,-9,-0.9
COc1ccc(C(C)=O)cc1COC(=O)CNC(=O)c1ccc(Cl)cc1,0,-14,-20,-1,-1,106,6,3,4.5
Cc1ccccc1-n1c(SCC(=O)N2CCOCC2)nc(O)cc1=O,-6,4,-1,-3,1,78,2,11,0.1
Cc1ccc(C(=O)OCC(=O)Nc2cccc(S(=O)(=O)N3CCCCC3)c2)o1,.,.,-14,.,-1,99,-2,.,1.4
CN(Cc1ccccc1)S(=O)(=O)c1nnc(NC(=O)c2ccccc2)s1,2,0,4,-1,-2,97,5,2,-1.3
CN(C)CCNC(=O)c1cc2ccccc2oc1=O,-14,-1,-6,-2,0,77,-2,-2,-1.4
COc1ccc(OC)c(-n2c(O)cnc2Nc2nc(C)cc(C)n2)c1,-5,-1,1,-4,-1,96,6,3,2.5

# Reprinted at random: three entries already listed
SMILES,HCV core dimer,Fh CTSL1 inh,ZTA DNA inh,TPT1 inhibitor,PP1 inh,Yeast superoxide,JMJD2C inh,EBNA-1 inhibitor,PP5 inh
Cc1ccccc1-n1c(SCC(=O)N2CCOCC2)nc(O)cc1=O,-6,4,-1,-3,1,78,2,11,0.1
Cc1ccc(C2=NN(S(=O)(=O)c3ccccc3)C(c3ccco3)C2)cc1 (configuration not stated),.,.,1,.,-1,69,3,.,1.4
CCN1C(=O)C(O)(CC(=O)c2ccccn2)c2ccccc21 (configuration not stated),-3,-3,-4,-1,-2,99,7,-1,2.0

# (list continues)
SMILES,HCV core dimer,Fh CTSL1 inh,ZTA DNA inh,TPT1 inhibitor,PP1 inh,Yeast superoxide,JMJD2C inh,EBNA-1 inhibitor,PP5 inh
Cn1ccnc1Sc1nc(Nc2cccc(Cl)c2)nc(N2CCOCC2)n1,-7,-5,8,1,-1,111,3,2,0.4
O=C(Nc1ccc(Oc2ccc(NC(=O)C3CCCO3)cc2)cc1)C1CCCO1 (configuration not stated),8,4,7,-2,1,92,-22,4,2.3
Cc1nn(-c2ccccc2)c(Cl)c1/C=N/NC(=O)c1ccnn1C,-2,-2,-9,-2,-1,87,-8,-3,0.3
COc1ccccc1NC(=O)CSc1nnc(-c2ccco2)o1,10,5,18,-3,-4,96,0,2,2.1
COC(=O)c1c(NC(=O)CSc2nnc(C)c(=O)[nH]2)sc(C)c1C,6,4,6,-1,-3,108,-5,-13,0.1
COc1ccccc1N1CCN(C(=O)c2cc(-c3ccco3)on2)CC1,33,2,11,4,-2,91,4,5,-2.9
O=C(CCc1nc2ccccc2c(=O)[nH]1)N1CCN(C/C=C/c2ccccc2)CC1,-1,1,-3,3,-2,83,-4,-14,1.3
COc1ccc(NS(=O)(=O)c2cccc(C(=O)N3CCCCCCC3)c2)cc1,.,.,-1,.,-5,85,.,.,0.1
COc1ccc(S(=O)(=O)Nc2c(C)n(C)n(-c3ccccc3)c2=O)c(Cl)c1Cl,1,2,-12,1,-1,96,5,-9,-0.4
Cn1c(N)c(C(=O)CSc2nc3ccccc3[nH]2)c(=O)n(C)c1=O,-1,-14,-11,-4,0,100,61,-9,1.9
COc1cc([N+](=O)[O-])cc(/C=N\NC(=O)C2COc3ccccc3O2)c1O (configuration not stated),-21,9,8,0,32*,101,-7,4,-0.2
O=C(Cc1ccc(F)cc1)Nc1ccc(F)c([N+](=O)[O-])c1,11,-1,2,-3,2,100,24,0,2.3
Cc1[nH]c(=O)[nH]c(=O)c1S(=O)(=O)N1CCC(C(=O)N2CCN(Cc3ccccc3)CC2)CC1,2,2,5,0,-1,101,9,-2,0.2
O=C(C1CCCO1)N1CCN(Cc2c(O)ccc3ccccc23)CC1 (configuration not stated),-8,-2,-15,-3,-2,108,0,-18,1.1
COc1ccc(NC(=O)CSc2ccc3c(c2)OCCO3)cc1OC,-1,4,-11,1,-2,110,-29,-10,0.4
COc1ccc(-c2noc(CCC(=O)Nc3nc4ccccc4s3)n2)cc1,10,-1,1,-5,-3,99,-22,10,0.1
COc1ccc(OCc2cc(C(=O)NCCN3CCCC(O)C3)no2)c(Cl)c1 (configuration not stated),-4,-2,10,0,1,92,6,6,-0.2
Cc1c(C)n(Cc2ccccc2)c2ccc(C(=O)NCCCN3CCOCC3)cc12,-6,3,-4,0,-2,102,3,-4,1.0
Cc1cc(C)c(CN2CCCC(CNC(=O)c3ccc(F)cc3)C2)c(-n2cccn2)c1 (configuration not stated),1,1,-6,2,-1,115,4,-10,1.3
CCOC(=O)c1cnn(Cc2ccccc2)c1N,-8,-2,0,15,-4,109,-10,-12,1.2
COc1ccc2cc(C(=O)N3CCN(c4ccc(F)cc4)CC3)[nH]c2c1,9,-1,8,-1,-6,112,-35,6,-1.3
Cc1ccccc1-n1c(=O)cc(N2CCCCCC2)[nH]c1=O,-7,1,-6,-1,-4,108,-11,-2,1.5
COc1ccc2c(c1)[nH]c1c(=O)n(CCCN3CCOCC3)cnc12,1,0,-7,0,2,95,-5,0,1.1
Cc1cc(C)cc(C(=O)NCCCc2ccccc2)c1,0,-3,-14,2,0,101,9,-5,5.2
O=C(O)C(Cc1ccccc1)N1C(=O)c2ccccc2C1=O (configuration not stated),-5,-3,-7,-4,0,103,-1,-4,1.9
COC(=O)C1=CN(CCCN2CCCC2=O)C=C(C(=O)OC)C1c1ccccc1C(F)(F)F,8,-1,6,-3,-3,116,0,6,3.7
O=C(OCCN1C(=O)CCC1=O)c1ccc(S(=O)(=O)N2CCCCC2)cc1,-1,1,2,-1,-4,87,4,7,0.3
O=C(CN1CCOCC1)Nc1ccc(N2CCN(c3ccccc3)CC2)c(F)c1,3,5,3,0,-1,101,1,-4,-0.3
O=C(Cn1c(=O)oc2cc(S(=O)(=O)N3CCCC3)ccc21)N1CCN(c2ccccc2)CC1,2,-2,-10,-1,0,102,-4,-2,2.0
COc1ccc(C2Nc3ccccc3C(=O)N2c2ccc(C)cc2)cc1Cn1nc(C)c([N+](=O)[O-])c1C (configuration not stated),18,-2,17,-1,11,87,0,-10,3.6
CCCc1nc(SCC(=O)NNC(=O)c2ccc(OC)cc2)c2ccccc2n1,9,-3,21,-2,-1,98,-9,-7,1.4
CCOC(=O)N1CCN(C(=O)CN(Cc2ccc(Cl)cc2)S(C)(=O)=O)CC1,-7,1,-4,-6,0,111,.,5,0.4
CCn1c(SCc2nc3ccccc3c(=O)[nH]2)nc2ccccc2c1=O,0,9,6,-2,-2,116,-38,-6,0.2
CC(C)(C#CCN1CCCC1)OCCC#N,1,2,14,0,-4,92,30,-10,3.8
CN(C)c1nc(OCC(=O)NC(C)(C)C)nc(N(C)C)n1,-4,-1,12,-1,-2,107,3,-8,3.1
CCS(=O)(=O)N1CCN=C1SC(C)c1ccccc1 (configuration not stated),2,-1,10,-5,-1,85,-37,15,0.5
CCOc1ccc(N(CC(=O)NCCc2ccccc2)C(=O)CCC(=O)Nc2nccs2)cc1,6,0,6,-2,2,93,-1,-8,2.3
CCCCNC(=O)Nc1ccccc1CC,1,6,-8,3,-4,67,-7,-7,-1.7
CC(C)CNC(=O)CSc1nnc(CN2CCCCCC2=O)n1-c1ccccn1,-4,0,0,0,-3,95,-2,2,0.7
Cc1ccc(-c2nnc(N(C)C(=O)c3cccnc3)s2)cc1,-2,0,9,-7,1,103,31,-9,0.8
O=C(Nc1ccccc1Cl)NC1(C(=O)NCCCN2CCOCC2)CCCCC1,1,1,5,0,2,97,15,1,0.3
O=C(COC(=O)C1Cc2ccccc2CN1C(=O)c1ccccc1)Nc1ccc(SC(F)F)cc1 (configuration not stated),8,-5,9,0,5,90,-10,6,2.2
CC(C)COc1ccccc1C(=O)NC(CO)C(=O)O (configuration not stated),2,-2,5,3,-5,104,-13,4,1.2
CCN1CCN(C(=O)c2ccc(CS(=O)(=O)Cc3ccccc3C)o2)CC1,-6,-6,-3,4,-5,88,9,-7,-0.9
Cc1ccc(-n2ncc3c2CCCC3NC(=O)CCN2CCCC2=O)cc1C (configuration not stated),8,-4,-7,-1,-4,104,-7,-6,1.1
O=C(Nc1cccc2ccccc12)N1CC=CCC1,-3,-5,-22,-1,-2,99,-4,-4,2.0
COC(=O)c1ccc(NC(=O)Nc2cccc(F)c2)cc1,3,-4,-13,-3,0,98,7,-7,6.0
O=C1CCCN1c1cccc(Br)c1,-5,0,-8,0,0,88,4,-8,-0.6
Cc1nc(-c2ccc(F)cc2)c(CC(=O)Nc2cc(S(=O)(=O)N3CCCCC3)ccc2C)s1,1,3,-2,2,-3,147,11,-13,4.3
COCCCn1c(C)nc2c(c1=O)c1nc3ccccc3nc1n2CCc1ccccc1,10,3,-8,2,0,90,44,4,0.1
CC(C)n1c(=S)[nH]c2ccccc2c1=O,-2,1,0,4,1,111,2,-6,5.0
Cc1oc(-c2ccc(Cl)cc2)cc1C(=O)O,0,-3,-4,5,-3,117,-49,1,-2.2
CSC1=C(C#N)C(c2ccccc2C)C(C#N)=C(N)N1 (configuration not stated),0,-1,8,-2,-3,98,.,1,1.0
